Bioassay records deposited in PubChem by The Scripps Research Institute Molecular Screening Center.
MITF primary: inhibitors of human MITF; O75030; AlphaScreen MITF homodimerization, bead proximity signal; inhibition, % at 2.6 µM; 650,000 tested, 0.91% active; AID 1259374; in the data active means inhibition above about 50%;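 further: 0% = vehicle wells with protein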
GPR151 activ: activators of human GPR151 | Q8TDV0 | activation, % at 11.2 µM | 650,000 tested, 1% active | PathHunter beta-arrestin GPR151 cells, luminescence; in the data active means activation above about 4.9%;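 further: 0% = median of compound wells and 100% = cells with positive control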
FBW7 activator: activators of human E3 ligase FBW7. Q969H0. AlphaScreen FBW7–phospho-cyclin E peptide binding, activator screen. normalized activity (activation), % at 26.1 µM. 650,000 tested, 0.13% active. AID 1259310; in the data active means normalized activity above about 1.9%;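 further: purified mutant Fbw7 with reduced substrate affinity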
Target sequence (Q969H0 whole entry, looked up): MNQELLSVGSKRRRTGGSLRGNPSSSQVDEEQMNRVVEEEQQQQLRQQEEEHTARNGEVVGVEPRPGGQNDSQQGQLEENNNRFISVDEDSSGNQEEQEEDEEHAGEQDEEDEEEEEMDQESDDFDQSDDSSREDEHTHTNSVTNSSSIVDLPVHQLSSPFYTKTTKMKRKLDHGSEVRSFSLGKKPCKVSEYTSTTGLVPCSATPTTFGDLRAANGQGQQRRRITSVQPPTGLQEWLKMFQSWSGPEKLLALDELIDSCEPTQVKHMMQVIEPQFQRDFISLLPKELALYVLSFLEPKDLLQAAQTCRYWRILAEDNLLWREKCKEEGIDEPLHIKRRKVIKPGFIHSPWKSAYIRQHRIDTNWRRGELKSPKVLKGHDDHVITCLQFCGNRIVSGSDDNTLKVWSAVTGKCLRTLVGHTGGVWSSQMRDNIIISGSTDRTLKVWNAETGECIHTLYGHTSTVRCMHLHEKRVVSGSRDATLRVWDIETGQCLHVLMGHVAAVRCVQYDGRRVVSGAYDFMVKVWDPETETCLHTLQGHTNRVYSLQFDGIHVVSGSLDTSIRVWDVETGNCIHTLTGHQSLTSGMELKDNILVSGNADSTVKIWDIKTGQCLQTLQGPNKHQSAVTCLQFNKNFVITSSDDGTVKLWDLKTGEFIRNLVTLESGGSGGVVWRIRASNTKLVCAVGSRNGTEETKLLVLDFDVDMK
TEAD-YAP inh: TEAD-YAP interaction inhibition; HEK-TIYL cells, TEAD-Gal4/YAP UAS-luciferase luminescence; inhibition, % at 9.12 µM; 640,000 tested, 1.4% active; AID 1259422; in the data active means inhibition above about 32%;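 further: 0% = median of test compound wells and 100% = reference inhibitor wells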
An asterisk follows results filed as active.

Values run as follows: FBW7 activator	GPR151 activ	MITF primary	TEAD-YAP inh
> COc1ccc(CN2CCSCC2)c2ccccc12
    -0.2	0.7	5	10
> COc1ccc(C)cc1N(CC(=O)Nc1cccc(Cl)c1Cl)S(C)(=O)=O
    0.2	-2.2	19	10
> COC(=O)c1cc(-c2ccc(C)o2)nc2ccccc12
    0.8	-0.7	25	4
> C/C(CC(=O)Nc1cccc2c1CCCC2)=N\NC(=O)COc1ccc(C)cc1
    0.5	-1.2	9	8
> CC(=O)Nc1ccc(NC(=O)CCN2C(=O)c3ccccc3C2=O)cc1
    -0.1	0.0	1	3
> CC(NCc1ccncc1)c1ccccc1 (stereo unspecified)
    0.0	1.6	6	13
> COc1ccccc1C1NC(C(=O)O)Cc2c1[nH]c1ccccc21 (stereo unspecified)
    -0.1	0.5	5	8
> O=[N+]([O-])c1cc(NC2OCC(O)C(O)C2O)cc(Sc2ccccc2)c1 (stereo unspecified)
    -0.1	-1.1	-2	27
> CCC(C)NC(=O)Cc1ccc(OC)cc1 (stereo unspecified)
    -0.3	-0.8	-2	-1
> O=C(ON1C(=O)c2cccc3cccc(c23)C1=O)c1ccncc1
    0.0	-0.1	11	11
> CCN(CC)C(=O)C(=O)c1cn(CC(=O)NC2CCCCC2)c2ccccc12
    0.0	0.6	10	-8
> COC(=O)C1CCN(C(=O)CC2C(=O)NCCN2CC2CCCCC2)CC1 (stereo unspecified)
    0.1	-0.9	10	5
> COc1ccc(CN(Cc2cc3cccc(C)c3n3nnnc23)C(=O)c2cnccn2)cc1
    0.0	0.7	28	-4
> O=C(CSc1nc2ccc([N+](=O)[O-])cc2[nH]1)Nc1nccs1
    -0.1	-1.1	14	15
> O=[N+]([O-])c1cccc(-c2nc(O)c3cnccn23)c1
    0.0	-0.4	12	3
> O=C(Nc1ccc2ccccc2c1)Nc1ccc2nccnc2c1
    0.0	1.4	8	-61
> COCCNCCOCCOc1c(Cl)cc(C)cc1Br
    -0.1	1.0	22	-7
> Cc1cccn2c(CNCCN3CCCCC3=O)c(C(=O)N3CCOCC3)nc12
    -0.1	0.2	8	-9
> CC(C(=O)NC1CCCC1)n1cccc1 (stereo unspecified)
    0.0	0.4	11	-3
> CCCSc1ncccc1C(=O)Nc1cccc2nonc12
    0.3	-0.2	6	-4
> Cc1ccccc1NC(=O)NCCc1ccncc1
    -0.3	0.3	-15	3
> O=C(Nc1ccc2c(c1)C(=O)N(CC1CCCO1)C2=O)c1ccco1 (stereo unspecified)
    0.2	-1.4	10	4
> NC(=O)c1ccc(NC(=O)C(F)(F)F)cc1
    0.2	-0.4	2	-5
> N=c1ccc(Br)cn1CC(N)=O
    -0.2	2.2	0	-5
> CCC(=O)Nc1ccc2[nH]c(=O)[nH]c2c1
    -0.1	0.9	4	2
> O=C(Nc1ccccc1)OC(C(F)(F)F)C(F)(F)F
    -0.1	0.7	4	-8
> CCc1ccc(-n2c(SCC(N)=O)nnc2-c2ccc(O)cc2)cc1
    0.5	-0.7	8	4
> COc1cc2c(cc1NC(=O)COc1ccc(Br)cc1)oc1ccccc12
    -0.1	1.8	2	0
> COc1ccc(C(=O)NCCc2sc(-c3ccccc3)nc2C)cc1
    0.1	5.2*	-7	-5
> O=C(N/N=C/C1CCCCC1)c1ccccn1
    -0.4	-2.8	-6	-23

Reformatted bar-delimited: entries from further up.
Structure | FBW7 activator | GPR151 activ | MITF primary | TEAD-YAP inh
O=C(Nc1ccc2ccccc2c1)Nc1ccc2nccnc2c1 | 0.0 | 1.4 | 8 | -61
COCCNCCOCCOc1c(Cl)cc(C)cc1Br | -0.1 | 1.0 | 22 | -7
Cc1cccn2c(CNCCN3CCCCC3=O)c(C(=O)N3CCOCC3)nc12 | -0.1 | 0.2 | 8 | -9
CC(C(=O)NC1CCCC1)n1cccc1 (stereo unspecified) | 0.0 | 0.4 | 11 | -3
CCCSc1ncccc1C(=O)Nc1cccc2nonc12 | 0.3 | -0.2 | 6 | -4
Cc1ccccc1NC(=O)NCCc1ccncc1 | -0.3 | 0.3 | -15 | 3

(next part)
Values run as follows: FBW7 activator	GPR151 activ	MITF primary	TEAD-YAP inh
> Cc1cc(C(C)(C)C)cc(C)c1COC(=O)c1cc[n+]([O-])cc1
    0.1	0.0	5	14
> COc1ccc(OC)c(-c2cc(Cl)c3c(c2)CC(CNC(=O)c2cnn4cccnc24)O3)c1 (stereo unspecified)
    0.0	1.1	-3	-29
> CCCCN1C(=O)c2c(Cl)c(Cl)c(Cl)c(Cl)c2C1=O
    -0.1	0.5	12	4
> CC(=O)c1[nH]c(C)c(C(=O)Nc2cccc(C(F)(F)F)c2)c1C
    0.4	-1.1	15	9
> CS(=O)(=O)c1cnc(-c2ccc(O)cc2)nc1-c1cccc(F)c1
    0.0	-0.8	10	-8
> COc1cc(OC)c(NC(=O)c2sc3ncn(CC(=O)N4CCCCC4C)c(=O)c3c2C)cc1Cl (stereo unspecified)
    0.1	-0.9	-2	-6
> COc1ccc([N+](=O)[O-])cc1NC(=O)c1ccc([N+](=O)[O-])s1
    0.2	-0.7	-3	14
> CC(C)(C)c1ccc(CSc2nc(-c3cccs3)cc(-c3cccs3)c2C#N)cc1
    0.3	-0.3	11	12
> Cc1ccc(NC(=O)C2C3NC(=S)N(c4cccc(Br)c4)C2(C)Oc2ccccc23)c(C)c1 (stereo unspecified)
    -0.1	0.5	5	2
> Cc1cc(-c2cnc(N3CCCC3)nc2C2CCCN(Cc3cn(C)nc3C)C2)on1 (stereo unspecified)
    0.0	-1.1	-13	9
> COCCn1c(CCC(=O)O)ccc1-c1ccc(OC)cc1
    0.0	3.9	5	3
> CCOc1ccccc1NC(=O)C1=C(C)NC(=S)NC1c1c(OC)ccc2ccccc12 (stereo unspecified)
    0.1	0.6	-4	-5
> Cc1nc(NC(=O)c2sc3ccccc3c2Cl)sc1C
    0.3	-7.6	7	87*
> Nc1c(-c2ccccc2)c(-c2ccccc2)nn1Cc1ccccc1
    0.8	6.9*	11	-3
> COc1cc(Nc2cc(-c3ccc4[nH]ccc4c3)nc(N)n2)cc(OC)c1OC
    -0.1	0.2	13	-17
> Cc1ccnc2c(N3C(=O)C4C(c5ccccc5)C=CC(c5ccccc5)C4C3=O)cccc12 (stereo unspecified)
    0.6	-0.7	7	17
> O=C1NC(=O)N(c2cccc(Cl)c2)C(=O)/C1=C/c1cnn(-c2ccccc2)c1
    0.2	-0.2	-7	-9
> CC(C)NC(=S)NC1(C)CCS(=O)(=O)C1 (stereo unspecified)
    0.1	1.5	12	4
> OC(c1ccc2c(c1)CN(Cc1ccco1)CCO2)c1ccccn1 (stereo unspecified)
    0.0	-0.4	0	5
> COc1ccc(CNC(=O)c2n[nH]c(=O)c3ccccc23)cc1OC
    0.2	0.9	6	2
> COc1ccc(CCNC(=O)CN(Cc2ccc(Cl)cc2)S(C)(=O)=O)cc1OC
    -0.1	0.0	11	-4
> Cc1ccc(C(C)C)c(OCc2nn(CC(=O)c3ccc(Cl)cc3)c3[n+]2CCCCC3)c1
    -0.1	-0.9	4	8
> CC(=O)C1CCCCCCCCCCC1
    0.1	-1.1	23	-14
> COc1cccc(C(=O)Nc2cc(C)ccc2NC(=O)COc2ccccc2)c1
    -0.2	-0.4	-3	0
> Cc1ccc(C2Nc3ccccc3NC3=C2C(=O)CC(c2cccc([N+](=O)[O-])c2)C3)cc1 (stereo unspecified)
    0.1	0.2	-1	4
> Cn1c2c(c(=O)n(C)c1=O)C(c1ccc(Cl)cc1Cl)C1C(=O)c3ccccc3C1=N2 (stereo unspecified)
    0.2	0.3	-6	-7
> Cc1cnc(-c2cccc(N)c2)nc1NCCc1ccc(O)cc1
    -0.1	-1.3	2	14
> Cc1ccc(C(=O)Oc2cccc3c(OC(=O)c4ccc(C)cc4)cccc23)cc1
    -0.1	0.7	7	9
> NC(=O)NCCCC(=O)NNC(=S)Nc1ccc(Cl)cc1Cl
    0.0	-0.5	-2	0
> COc1ccc(-n2nnc3c(=O)n(Cc4c(F)cccc4Cl)cnc32)cc1OC
    -0.1	1.9	-11	0

Structural class: the compounds so far containing a CF3 group (3)
Values run as follows: FBW7 activator	GPR151 activ	MITF primary	TEAD-YAP inh
> NC(=O)c1ccc(NC(=O)C(F)(F)F)cc1
    0.2	-0.4	2	-5
> O=C(Nc1ccccc1)OC(C(F)(F)F)C(F)(F)F
    -0.1	0.7	4	-8
> CC(=O)c1[nH]c(C)c(C(=O)Nc2cccc(C(F)(F)F)c2)c1C
    0.4	-1.1	15	9

Next section.
Values run as follows: FBW7 activator	GPR151 activ	MITF primary	TEAD-YAP inh
> Cc1ccc(NC(=O)CN(C)S(=O)(=O)c2ccc3c(c2)C(C)(C)C(=O)N3C)cc1C
    0.1	0.1	0	4
> CC(=O)Nc1ccccc1-c1nn2c(C)nnc2s1
    0.5	-2.1	12	-8
> N#C/C(=C\c1ccc2c(c1)OCO2)C(=O)OCC(=O)C12CC3CC(CC(C3)C1)C2
    0.3	-0.6	15	0
> COc1ccc(CNc2nc(-c3cccnc3)nn2C(=O)c2ccco2)cc1
    0.1	-0.6	-3	6
> CCC(C)c1ccc(OCCN2CCN(CC)CC2)cc1 (stereo unspecified)
    -0.2	1.4	56*	3
> O=C(Cc1ccccc1)Nc1ccc(NC(=O)c2ccc(NC(=O)Cc3ccccc3)cc2)cc1
    0.0	1.3	-8	12
> O=C(CSCc1cccc(Br)c1)N/N=C/c1cccs1
    -0.2	-0.3	-20	8
> CC(C)CC(C(=O)O)N1C(=O)c2cccc([N+](=O)[O-])c2C1=O (stereo unspecified)
    0.0	0.6	-2	8
> Cc1ccc(S(=O)(=O)N2CCCC2)c(C)c1
    0.2	-1.1	16	-9
> COc1cc(C=C2C(=O)NC(=S)NC2=O)c(Cl)c(Br)c1O
    -0.5	2.0	2	-7
> Cc1cc(C)nc(NS(=O)(=O)c2ccc(Nc3nc(-c4ccc(C)c(C)c4)cs3)cc2)n1
    -0.2	-0.7	-6	-7
> Cc1ccc(-c2nnc(Nc3ccc(Cl)c(Cl)c3)c3ccccc23)cc1S(=O)(=O)N(C)C
    0.6	-0.3	1	-17
> COc1ccc(C(c2nnnn2CCC(C)C)N2CCN(C)CC2)cc1 (stereo unspecified)
    0.0	1.1	-4	0
> CCCCOc1ccc(N2C(=O)CC(N3CCN(c4ncccn4)CC3)C2=O)cc1 (stereo unspecified)
    0.3	-2.0	22	-6
> COc1ccc(CN2CCC3(CC2)CC3C(=O)NCc2ccco2)cc1O (stereo unspecified)
    0.1	-0.2	16	-5
> CC(=O)N1CCC(N(Cc2ccc3c(c2)CCO3)C2CC2)CC1
    -0.1	1.9	11	-2
> CCOc1cc(/C=N/n2cnnc2)cc(Br)c1OCc1ccccc1
    0.1	1.9	14	0
> Cc1cnc(Nc2ccccc2)nc1NCc1cccc(C(F)(F)F)c1
    -0.1	2.5	6	50*
> CCOC(=O)C1(CC2CCCCO2)CCN(S(=O)(=O)c2ccc(Cl)s2)CC1 (stereo unspecified)
    0.2	0.1	1	1
> Cn1c(CCCNC(=O)Cc2ccccc2)nc2ccccc21
    -0.1	-1.4	0	-4
> CCCC(C)NC(=O)Cc1ccccc1OC (stereo unspecified)
    0.3	0.4	13	8
> CCC(C)C(=O)Nc1nc2c(s1)C(=O)CC(C)(C)C2 (stereo unspecified)
    0.3	3.9	2	-9
> COc1ccc(CCNc2nc(Nc3ccc(C(F)(F)F)cc3)ncc2C)cc1
    -0.1	-1.2	2	12
> Cc1cc(C(=O)COC(=O)C23CC4CC(CC(O)(C4)C2)C3)c(C)n1-c1ccccc1F
    -0.2	0.2	32	-1
> CC1CCN(CC2CCN(C(=O)Nc3ccc(Br)cc3)CC2)CC1
    0.0	-0.9	-10	-2
> O=c1c2ccccc2nc(SCc2cccnc2)n1CCC1=CCCCC1
    -0.1	2.1	-7	4
> NCCCOc1ccc(Cl)cc1Cl
    0.0	0.6	-45	17
> O=C(Nc1sc2c(c1C(=O)N1CCCCCC1)CCCCC2)c1ccccc1F
    0.0	0.3	-4	12
> C=CCn1c(SCC(=O)N(CC)CC)nc2sc(C)c(C)c2c1=O
    0.1	-0.9	12	11
> COc1ccccc1-n1c(SCC(=O)Nc2cccc(Cl)c2)nc2c(c1=O)SCC2
    -0.3	0.2	-9	18
> CCc1nc2sc(C(c3ccc(F)cc3)N3CCC(C(N)=O)CC3)c(O)n2n1 (stereo unspecified)
    -0.1	0.4	6	7
